Bioassay records as filed in PubChem BioAssay.
OX1R antag-1: OX1R (HCRTR1) antagonists, primary screen, fluorescence, CHO/OX1R cells, Fluo-8 calcium, orexin A | Fluo-8 calcium fluorescence | inhibition, % at 5 µM | Orexin/Hypocretin receptor type 1 (Homo sapiens), O43613 | AID 434989, 2010 | hit rate 0.43% among 330,000;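 active = inhibition above its plate's threshold, mean inhibition of all tested compounds on the plate plus 3 SD, cut at about 37% in these data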;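 note: 0% = orexin A challenge wells and 100% = SB-334867-A antagonist wells; not every result past the cut was called active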
Target sequence (O43613 whole entry, looked up): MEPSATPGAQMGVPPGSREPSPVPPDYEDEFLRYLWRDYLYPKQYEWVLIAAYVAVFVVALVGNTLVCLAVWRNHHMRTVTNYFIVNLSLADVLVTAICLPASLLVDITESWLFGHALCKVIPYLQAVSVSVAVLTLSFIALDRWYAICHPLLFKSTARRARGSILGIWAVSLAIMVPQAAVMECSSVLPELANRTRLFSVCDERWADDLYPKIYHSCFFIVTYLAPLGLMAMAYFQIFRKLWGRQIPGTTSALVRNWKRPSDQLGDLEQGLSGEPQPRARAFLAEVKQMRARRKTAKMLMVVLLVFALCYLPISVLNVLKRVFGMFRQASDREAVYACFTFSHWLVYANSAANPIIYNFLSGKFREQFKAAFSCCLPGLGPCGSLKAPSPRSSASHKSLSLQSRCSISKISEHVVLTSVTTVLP
CHT PAM: CHT positive allosteric modulators, primary screen, cell-based, membrane potential dye, choline EC20. High affinity choline transporter 1 (Homo sapiens), Q9GZV3. CHT-expressing cells; stronger effect = higher value; LV-AA mutant CHT in HEK293 cells. B-score at 10 µM. hit rate 0.49% among 310,000;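 active = initial fluorescence not abnormally high and integrated response B-score, plate-corrected, over 3 SD above library mean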
Target sequence (Q9GZV3 whole entry, looked up): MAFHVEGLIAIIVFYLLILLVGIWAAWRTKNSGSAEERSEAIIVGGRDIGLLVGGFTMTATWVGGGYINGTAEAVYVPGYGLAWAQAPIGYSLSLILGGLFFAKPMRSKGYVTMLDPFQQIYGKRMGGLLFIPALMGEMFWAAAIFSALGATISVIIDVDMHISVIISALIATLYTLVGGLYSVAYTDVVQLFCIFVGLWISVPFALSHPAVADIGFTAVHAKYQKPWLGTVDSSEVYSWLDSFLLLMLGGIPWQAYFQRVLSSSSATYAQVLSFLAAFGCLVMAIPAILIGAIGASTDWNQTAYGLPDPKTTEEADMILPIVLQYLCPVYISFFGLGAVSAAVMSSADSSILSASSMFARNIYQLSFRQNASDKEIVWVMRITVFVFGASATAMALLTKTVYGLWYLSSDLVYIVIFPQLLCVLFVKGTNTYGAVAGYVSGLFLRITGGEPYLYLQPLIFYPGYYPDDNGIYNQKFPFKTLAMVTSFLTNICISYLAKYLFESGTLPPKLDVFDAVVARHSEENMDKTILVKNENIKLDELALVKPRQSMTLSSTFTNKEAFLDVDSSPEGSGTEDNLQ
OX1R antag-2: antagonists of human orexin 1 receptor (OX1R); Orexin/Hypocretin receptor type 1 (Homo sapiens), O43613; OX1R-expressing cells, FRET antagonist read-out; inhibition, % at 6.6 µM; hit rate 1.8% among 330,000; AID 485270, 2010; in the data active = inhibition mostly above about 38%, no sharp cut-off; inactive = mostly below about 40%;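 note: 0% = agonist challenge alone and 100% = reference antagonist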
Starred values were filed as active, the others as inactive; i = inactive; / = no result given.

compound	OX1R antag-1	CHT PAM	OX1R antag-2
Cc1csc(NC(=O)[C@@H](NC(=O)c2ccccc2)C(C)C)n1	-14	i	15
O=C(Oc1ccccc1)N1CCOCC1	-6	i	5
CCOc1ccc2[nH]c(=O)c(CN(CC3COCCO3)C(=O)c3ccco3)cc2c1 (stereo unspecified)	-15	i	11
O=C(NC1CCCCC1)N1CCC(n2cnc3ccccc32)CC1	-20	i	10
Fc1ccc(CNC(=S)Nc2ccc(Cl)cc2)cc1	27	i	49
CC(C)(C)N1C(=O)Cc2c1nc(N)c1c(N)nc(N3CCCCC3CO)c(C#N)c21 (stereo unspecified)	-5	i	12
CCCCOc1cccc(-c2nnc(NC(=O)CSc3ccc(C)cc3)s2)c1	-4	i	12
CCc1cc(=O)oc2cc(C)cc(OCC(=O)NC(Cc3ccc(Cl)cc3)C(=O)O)c12 (stereo unspecified)	-8	i	11

Among those listed so far, these contain four or more nitrogen atoms:
compound	OX1R antag-1	CHT PAM	OX1R antag-2
O=C(NC1CCCCC1)N1CCC(n2cnc3ccccc32)CC1	-20	i	10
CC(C)(C)N1C(=O)Cc2c1nc(N)c1c(N)nc(N3CCCCC3CO)c(C#N)c21 (stereo unspecified)	-5	i	12

Next section.
compound	OX1R antag-1	CHT PAM	OX1R antag-2
CC(=O)c1ccc(Nc2ccc(-c3ccccc3C)nn2)cc1	-33	i	17
Cc1cccc(NC(=O)CN2CCC(C(=O)c3ccc4c(c3)OCCO4)CC2)c1	-24	i	26
Cc1ccccc1-c1cc(C(=O)NCc2ccc3c(c2)OCO3)n(CC2CC(c3cccnc3)=NO2)n1 (stereo unspecified)	-13	/	3
Cn1cc(C=C2C(=O)OC3(CCCCC3)OC2=O)c2ccccc21	-10	i	7
CCC1Oc2ccccc2N(CC(=O)NCCCN2CCCC2)C1=O (stereo unspecified)	0	i	-3
CCN(CC)c1ccc(/C=N/OC(C)C(=O)Nc2ccc(C)cc2)cc1 (stereo unspecified)	-9	i	-3
Cc1cc(C(=O)CSc2nnnn2-c2ccccc2)c(C)n1-c1ccc2c(c1)OCO2	-5	i	35
CCOc1ccc(NC(=O)CSc2nnc(NC(=O)C3CC3)s2)cc1	-8	i	28
CN1CCN(NC(=O)c2cccc(S(=O)(=O)N3CCCCCC3)c2)CC1	-30	i	19
Nc1nnc(SCc2cc3c(cc2Cl)OCO3)s1	-14	i	21
CN(C)CCOC(=O)Cc1ccc(Cl)cc1	-3	i	11
CCC(C)(C)C1CCc2c(sc(NC(=O)c3ccccc3C(=O)O)c2C#N)C1 (stereo unspecified)	-17	i	16
O=C(NCc1ccccc1)c1ccc(-c2ccccc2C(F)(F)F)o1	-24	i	38
Cc1c(NC(=O)Nc2cc(F)c(F)cc2Cl)c(=O)n(-c2ccccc2)n1C	-12	i	15
Cn1cnnc1SCC(=O)NC(=O)NC1CCCC1	-5	i	12
O=C(NNS(=O)(=O)c1ccc(F)c(Cl)c1)c1cccc(S(=O)(=O)N2CCOCC2)c1	-5	i	14
COc1ccc(C(=O)OCC(=O)NC(=O)NC2CCCC2)c(OC)c1	-14	i	5
Cc1cccc(N2C(N)=C(C#N)C(C#N)(C#N)C2c2ccccc2)c1 (stereo unspecified)	-23	i	14
CS(=O)(=O)N1CCn2c1nc1ccccc12	-12	i	12
COc1ccc(Nc2nc(N3CCN(S(C)(=O)=O)CC3)nc3ccccc23)c(OC)c1	-10	i	26
Cc1ccc(C(=O)Nc2ncc3c(Cl)cccc3n2)cc1	-34	i	32
O=C(NCc1ccccn1)c1cnc2sccn2c1=O	-10	i	11
COc1ccc(OC)c(NC(=O)CN2C(=O)C(C)N(c3ccc(C)cc3)C2=O)c1 (stereo unspecified)	-3	/	1
CC(NC(=O)c1ccc(NS(C)(=O)=O)cc1)c1ccccc1 (stereo unspecified)	-7	i	5
COc1ccc(/C=N/NC(=O)c2ccc3c(c2)OCCO3)cc1[N+](=O)[O-]	-23	i	17
Cc1ccc(C(C(=O)NCc2ccco2)N(C(=O)CNC(=O)c2cccs2)c2c(C)cc(C)cc2C)cc1 (stereo unspecified)	-7	i	15
O=C(CSc1nnc(NC(=O)C2CCC2)s1)Nc1ccc(N2CCOCC2)cc1	9	i	11
COc1ccc(/C=N/NC(=O)C(=O)Nc2ccccn2)cc1OC	-9	i	33
c1cnn(-c2nc(N3CCOCC3)nc(N3CCOCC3)n2)c1	-8	i	14
O=C(NCCCO)/C(=C/c1ccco1)NC(=O)c1ccc(Br)o1	9	i	12
Nc1c([N+](=O)[O-])cnnc1-c1ccccc1	2	i	80*
Cc1ccc(-c2ccc(SCC(=O)NCC3CCCO3)nn2)cc1 (stereo unspecified)	-8	i	8

The last 7 records of the part before are carried over, then new ones follow:
compound	OX1R antag-1	CHT PAM	OX1R antag-2
Cc1ccc(C(C(=O)NCc2ccco2)N(C(=O)CNC(=O)c2cccs2)c2c(C)cc(C)cc2C)cc1 (stereo unspecified)	-7	i	15
O=C(CSc1nnc(NC(=O)C2CCC2)s1)Nc1ccc(N2CCOCC2)cc1	9	i	11
COc1ccc(/C=N/NC(=O)C(=O)Nc2ccccn2)cc1OC	-9	i	33
c1cnn(-c2nc(N3CCOCC3)nc(N3CCOCC3)n2)c1	-8	i	14
O=C(NCCCO)/C(=C/c1ccco1)NC(=O)c1ccc(Br)o1	9	i	12
Nc1c([N+](=O)[O-])cnnc1-c1ccccc1	2	i	80*
Cc1ccc(-c2ccc(SCC(=O)NCC3CCCO3)nn2)cc1 (stereo unspecified)	-8	i	8
COC(=O)c1cc(NC(=O)CN(C)C2CCS(=O)(=O)C2)cc(C(=O)OC)c1 (stereo unspecified)	-13	/	7
c1ccc(OCc2nc3c4c(ncn3n2)-c2ccccc2CC42CCCC2)cc1	-14	i	6
COc1ccnc2c1c(=O)n(Cc1c(F)cccc1Cl)c(=O)n2C	-28	i	12
CON/C=C(\C=Nc1ccc(F)cc1)c1ncc(C(F)(F)F)cc1Cl	-28	i	15
COc1cc2c(cc1C=O)OC(C)C2 (stereo unspecified)	-11	i	30
CC(C)Oc1ccc(C(=O)NC2CCN(Cc3ccccc3)CC2)cc1	-15	i	8
O=C(NCCC1=CCCCC1)C1CCN(S(=O)(=O)c2cnc[nH]2)CC1	9	i	21
CCc1nnc(NC(=O)C2CCN(c3nc(C)cc(C)n3)CC2)s1	-10	i	4
COc1ccc(N2CC(O)=C(c3nc4ccccc4s3)C2=N)cc1	3	i	12
COc1ccc(N2C(=O)CC(N3CCN(c4ccccc4OC)CC3)C2=O)cc1 (stereo unspecified)	-20	i	7
CC(C)C(=O)NC(c1ccco1)c1c(O)ccc2ccccc12 (stereo unspecified)	-18	i	3
Cc1c(N)c(=O)n(-c2ccccc2)n1C	-14	i	19
O=C(CCSCCC(=O)NCc1ccco1)NCc1ccco1	-10	i	9
CN(C(=O)COC(=O)Cc1c(Cl)cccc1Cl)c1c(N)n(Cc2ccccc2)c(=O)[nH]c1=O	-12	i	1
COc1ccccc1NC(=O)N1CCN(c2ccccc2F)CC1	-9	i	17
CCC(OC(=O)c1cccs1)C(=O)NCc1ccc(C)cc1 (stereo unspecified)	-18	i	22
CCc1cc2c(=O)n(-c3ccccc3)c(SCC(=O)O)nc2s1	-5	i	11
N=c1c2c(-c3ccccc3)c(-c3ccccc3)n(Cc3ccco3)c2ncn1CCCN1CCOCC1	-41	i	18
CC(/C=N/NC(=O)c1cc(-c2ccccc2)nc2ccccc12)=C\c1ccco1	-9	i	17
CCn1c(Cc2ccccc2)nnc1SCC(=O)Nc1ccc(N)cc1	11	i	4
COc1ccc(-c2nc3ccc(C)cn3c2NCc2ccccc2)cc1SC1CCCCC1	77*	i	18
CCc1ccc(NC(=O)C2CCCN2S(=O)(=O)c2ccc3c(c2)n(C)c(=O)c(=O)n3C)cc1 (stereo unspecified)	-8	i	25
CC(=O)N/C(=C/c1ccccc1)C(=O)NCCO	-20	i	20
Cc1ccccc1N1C(=O)c2ccccc2C1O (stereo unspecified)	-39	i	2
COC(=O)C1CCN(C(=O)COC(=O)c2ccc(OC)c(S(=O)(=O)N3CCCc4ccccc43)c2)CC1	-22	i	12
O=C(CNCc1ccccc1)NC1C2CC3CC(C2)CC1C3 (stereo unspecified)	-30	i	6
O=C(O)c1cnc(-c2ccccc2)nc1Oc1ccc(Cl)cc1	-4	i	7
COc1ccc2c(c1)NC1(O)c3ccccc3C(=O)C21O (stereo unspecified)	8	i	9
COc1ccc(Br)cc1-c1noc(-c2ccncc2)n1	-14	i	16
COc1ccc(-c2nn(-c3ccccc3)cc2/C=C/C(=O)N2CCOCC2)cc1OC	-43	i	16
O=[N+]([O-])c1ccc(S(=O)(=O)c2ccccc2)nc1	20	i	59*
C[C@H](NC(=O)OC(C)(C)C)c1nnc(SCC(=O)Nc2ccc(Br)cc2)o1	-20	i	13

More structures follow.
compound	OX1R antag-1	CHT PAM	OX1R antag-2
CS(=O)(=O)Nc1ccc(-c2ccc(/C=C3\SC(N)=NC3=O)o2)cc1	-3	i	20
O=[N+]([O-])c1ccc2nc(SCc3cn4ccccc4n3)[nH]c2c1	-21	i	21
CN(C(=O)COC(=O)Cn1cnc2ccccc21)C1CCCCC1	-5	/	20
CCCC(C)C(=O)Nc1ccc(C(N)=O)cc1 (stereo unspecified)	16	i	7
Cc1cccc(-n2c(C)cc(/C=N/O)c2C)c1	-17	i	7
O=C(CN1CCN(Cc2ccccc2)CC1)Nc1cccc(S(=O)(=O)N2CCCCCC2)c1	-22	i	10
[N-]=[N+]=NC1c2ccccc2C(=O)N1Cc1ccccc1 (stereo unspecified)	-1	i	-7
C=CCNC(=S)Nc1sc2c(c1C(=O)OCC)CCN(C(=O)OCC)C2	-28	i	28
O=C1CC(=O)C(n2cncn2)C(c2ccc(Cl)cc2Cl)C1 (stereo unspecified)	-11	i	5
C=CCn1cc(C(=O)OC)c(=O)c2cc(S(=O)(=O)N3CCCCCC3)ccc21	-11	i	3
CCOC(=O)[C@H]1[C@H]2COc3cc(OC)ccc3[C@@H]2N2C(=O)N(c3cccc(Cl)c3)C(=O)[C@@]12C	-42	i	9
COc1cccc(CCC(=O)N(C)C2CCCN(Cc3ccccc3F)C2)c1 (stereo unspecified)	-35	i	22
Nc1nnc(SCc2c(F)cccc2Cl)s1	-19	i	8
O=C1CC[C@H](O)CCN1CCSc1ccc(Br)cc1	-20	/	8
COc1ccc(CCCC(=O)N/N=C/c2cccc(OC)c2O)cc1C	9	i	57
COc1cc(/C=C/C(=O)OCC(=O)c2ccc[nH]2)cc(OC)c1OC	-9	/	7
COc1cccc2sc(N(CCCN(C)C)C(=O)CCS(=O)(=O)c3ccccc3)nc12	-31	i	7
Cc1c(NS(=O)(=O)c2ccc(N(C)C3CCCCC3)c([N+](=O)[O-])c2)c(=O)n(-c2ccccc2)n1C	-31	i	17
Cc1ccc(N(CC(=O)NC2CCCCC2)C(=O)CCCC(=O)Nc2ccccn2)cc1	-18	i	18
COC(=O)c1cc(NC(=O)CC2Oc3ccccc3NC2=O)cc(C(=O)OC)c1 (stereo unspecified)	-17	i	2
CCOC(=O)c1c(NC(=O)CSc2nc3c(c(=O)n(C)c(=O)n3C)n2C(C)C)sc(C)c1C	-11	i	8
CCC1CCc2c(sc(NC(=O)c3ccco3)c2C(N)=O)C1 (stereo unspecified)	-39	i	27
C#CCOCCOCCOCCNc1nc(N2CCN(C(=O)CCCCCCCCCCNC(=O)Cn3cc(C[C@@H](C)O)nn3)CC2)nc(N2CCN(C(=O)CCCCCCCCCCNC(=O)[C@H](CCCCN)n3cc(CCCC(=O)O)nn3)CC2)n1	-6	i	13
COc1ccc2c(CC(=O)N3CCc4cc(OC)c(OC)cc4C3)coc2c1	-26	i	24
CCc1nc(SCC(=O)Nc2ccc(N(C)C)cc2)c2ccccc2n1	-24	i	8
Cc1ccc(NC(=O)CCC(=O)N/N=C/c2ccc(O)cc2O)cc1	-9	i	-2
COc1cc(OC)c(OC)cc1/C=N/n1c(C)nc2ccccc2c1=O	-10	i	5
CSc1nc2ccc(NC(=O)NC(=O)c3c(F)cccc3F)cc2s1	-24	i	17
COc1ccc(NC(=S)N(CCCN2CCOCC2)C(C)c2cc3cccc(OC)c3o2)cc1 (stereo unspecified)	-32	i	5
O=C(c1ccccc1)N1N=C(c2ccccc2)CC1c1ccccc1O (stereo unspecified)	-41	i	33
CCOC(=O)c1cn2nc(Oc3ccc(C(=O)OC)cc3)ccc2n1	-21	i	9
CC(Oc1ccccc1)C(=O)Nc1cccc(F)c1 (stereo unspecified)	-5	i	4
O=C(CC1Oc2ccccc2NC1=O)NC1CC1 (stereo unspecified)	-3	i	11
O=C(N/N=C/C(Br)=C/c1ccccc1)C(O)c1ccccc1 (stereo unspecified)	-5	i	8
Cc1cc(/C=N/NC(=O)c2nn(C)cc2Cl)c(C)n1-c1cccc(Br)c1	-23	i	48
